PP1 inh: counter-screen for PP5 inhibitors: inhibitors of human PP1-alpha | P62136 | purified PP1alpha, OMFP fluorescence | inhibition, % at 6.7 µM | actives 0.9% (n = 320,000) | AID 2235;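 active = inhibition above the mean inhibition of all tested compounds plus 3 SD, computed separately for each screening campaign, cut at about 15% in these data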
HCV core dimer: HCV core protein dimerization inhibition; actives 0.33% (n = 300,000); inhibition, % at 5 µM; AID 1899; TR-FRET GST/Flag-core106 dimerization, 1536-well;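 active = inhibition above the mean of all tested compounds plus 3 SD, set per screening campaign, cut at about 45% in these data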
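System – GST-tagged and Flag-tagged HCV core protein residues 1-106 · Repeats – one well for each compound · Technique – TR-FRET 671 and 617 nm emission · Doses – one concentration, 5 µM, in 0.5% DMSO · Times – 4 h, 22.5 °C incubation · Also added – Eu donor and XL665 acceptor anti-tag antibodies · Measure – percent inhibition of core106 dimerization signal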
proCasp7 act: activates human procaspase-7, counter-screen for procaspase-3 activators | P55210 | recombinant procaspase-7, Ac-DEVD-pNA absorbance 405 nm; D23A/D198A/D206A triple mutant, cannot self-cleave; scale: DMSO 0, 5 µM enzyme 100 | activation, % at 8.5 µM | actives 0.093% (n = 330,000) | AID 463210;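 active = percent activation above the screen-wide mean plus 3 SD, cut at about 25% in these data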
Target sequence (P55210 whole entry D23A/D198A/D206A): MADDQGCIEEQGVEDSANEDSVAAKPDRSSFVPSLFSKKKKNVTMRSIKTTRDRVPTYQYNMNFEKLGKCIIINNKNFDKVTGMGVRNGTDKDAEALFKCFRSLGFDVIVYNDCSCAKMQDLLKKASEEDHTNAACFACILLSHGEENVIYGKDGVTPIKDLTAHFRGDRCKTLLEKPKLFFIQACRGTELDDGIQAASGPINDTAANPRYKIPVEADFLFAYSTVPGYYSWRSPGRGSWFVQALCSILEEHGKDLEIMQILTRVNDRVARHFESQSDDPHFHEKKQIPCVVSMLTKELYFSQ
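System: Uncleavable procaspase-7 mutant enzyme; Amount: 2 µM procaspase-7 mutant as dispensed; Schedule: 1 h compound preincubation, 2 h substrate cleavage, 25 °C; Measured by: 405 nm absorbance of p-nitroaniline; Evaluation: percent activation from buffer-corrected 0–120 min absorbance change; Control set: low DMSO alone, high DMSO plus 5 µM PC-7.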
procasp3 activ: activates human procaspase-3. P42574. recombinant procaspase-3 D3A, Ac-DEVD-pNA absorbance 405 nm. activation, % at 8.5 µM. actives 0.11% (n = 330,000);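 active = activation above the mean of all tested compounds plus 3 SD, cut at about 21% in these data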;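 also: 0% = DMSO alone and 100% = DMSO wells spiked with extra 5 µM PC-3 D3A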
Target sequence (P42574 whole entry D9A/D28A/D175A): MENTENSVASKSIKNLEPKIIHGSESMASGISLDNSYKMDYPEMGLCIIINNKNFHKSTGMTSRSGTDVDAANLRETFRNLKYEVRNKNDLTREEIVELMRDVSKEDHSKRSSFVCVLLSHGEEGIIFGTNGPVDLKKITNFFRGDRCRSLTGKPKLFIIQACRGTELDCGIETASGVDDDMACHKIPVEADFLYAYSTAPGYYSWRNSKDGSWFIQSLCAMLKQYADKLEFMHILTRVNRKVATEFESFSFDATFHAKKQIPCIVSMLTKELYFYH
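Assay system – Procaspase-3 D3A mutant, all three cleavage aspartates alanine · Controls – DMSO-only low control, 5 µM PC-3 D3A high control · Schedule – 1 h compound preincubation, 2 h substrate hydrolysis at 25 °C · Signal – 405 nm absorbance of p-nitroaniline, reads at 0 and 120 min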
PP5 primary: PP5 (human) phosphatase inhibition; P53041; purified PP5c, OMFP substrate fluorescence; inhibition, % at 6.7 µM; actives 0.18% (n = 320,000); AID 1987;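 active = inhibition above the campaign's mean inhibition across all tested compounds plus 3 SD, cut at about 9.5% in these data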;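 also: 0% = DMSO only and 100% = 100 µM cantharidin control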
Efflux pump mplx: blocks antifungal efflux pumps in multiplex yeast assay; inhibition, % at 10 µM; actives 0.44% (n = 330,000); S. cerevisiae Candida pump triplex, Nile Red efflux; AID 485275;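 active = plate passing quality check with inhibition over a set limit, or well fluorescence over plate mean plus 4 SD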;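 also: Nile Red retained in pooled yeast measured as flow cytometry median fluorescence; 0% = buffer negative control and 100% = Enniatin B positive control; higher means more Nile Red kept so more efflux inhibition; some compounds called inactive have numbers as strong as hits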
Fh CTSL1 inh: cathepsin L1 inhibition, PFM18AAP counter-screen. recombinant F. hepatica cathepsin L1, Z-Leu-Arg-MCA fluorescence. AID 1906. actives 0.49% (n = 300,000). inhibition, % at 5.96 µM;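 active = inhibition above the mean of all tested compounds plus 3 SD, set per screening campaign, cut at about 17% in these data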;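 also: 0% = plate median of test compound wells and 100% = 1 µM Z-Phe-Ala-diazomethylketone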
TPT1 inh: C. albicans TPT1 enzyme inhibition; actives 0.81% (n = 300,000); inhibition, % at 5 µM; recombinant caTPT1, FP RNA substrate dephosphorylation;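 active = inhibition above the mean of all tested compounds plus 3 SD, set per screening campaign, cut at about 24% in these data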;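 also: plate controls were DMSO alone for no effect and ferristatin control at 100 nM for full effect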
JMJD2C inh: blocks human GASC-1 demethylase activity; Q9H3R0; GST-JMJD2C(1-420) H3K9me3 demethylation, DELFIA europium; inhibition, % at 2.35 µM; actives 0.069% (n = 330,000);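 active = more than half of a compound's replicate wells show inhibition beyond 50%, single wells judged on their own value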;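 also: signal counts dimethyl H3K9 product captured on neutravidin plate; 0% = median of DMSO wells and 100% = 0.3 times that DMSO median; strong numbers were not always called active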
Target sequence (Q9H3R0 1-420 limits assumed): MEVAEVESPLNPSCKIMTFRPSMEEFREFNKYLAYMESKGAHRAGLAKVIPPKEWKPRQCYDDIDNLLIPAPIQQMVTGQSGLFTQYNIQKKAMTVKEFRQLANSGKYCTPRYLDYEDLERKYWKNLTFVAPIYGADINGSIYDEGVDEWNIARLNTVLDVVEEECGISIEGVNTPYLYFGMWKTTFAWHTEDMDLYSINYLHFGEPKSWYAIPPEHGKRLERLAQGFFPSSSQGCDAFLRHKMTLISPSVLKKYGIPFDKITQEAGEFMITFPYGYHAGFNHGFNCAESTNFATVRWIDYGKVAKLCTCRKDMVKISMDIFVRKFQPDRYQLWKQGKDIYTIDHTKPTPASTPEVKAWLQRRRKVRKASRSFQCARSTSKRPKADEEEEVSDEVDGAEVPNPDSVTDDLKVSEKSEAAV
The depositor's hits bear a star; & = joins results of further samples.

How did CCOc1ccc(C(=O)N2CCC3(CC2)NCCc2[nH]cnc23)cc1OCC do in these assays?
PP1 inh: -4.2; HCV core dimer: -10.7; proCasp7 act: -1.7; procasp3 activ: 3.6; PP5 primary: -0.4; Efflux pump mplx: 0.0; Fh CTSL1 inh: 0.8; TPT1 inh: -5.8; JMJD2C inh: 0.2

What do the screens show for `O=C(c1cc(-c2cccs2)on1)N1CCc2ccccc2C1`?
PP1 inh: -1.5; HCV core dimer: 2.0; proCasp7 act: -1.2; procasp3 activ: -4.0; PP5 primary: 2.4; Efflux pump mplx: -0.1; Fh CTSL1 inh: 7.8; TPT1 inh: -2.4; JMJD2C inh: 9.5

How did COc1ccc(C2Nc3ccccc3C(=O)N2c2ccccc2)cc1COc1ccccn1 (stereo unspecified) do in these assays?
PP1 inh: -1.1; HCV core dimer: 1.8; proCasp7 act: -6.8; procasp3 activ: 3.0; PP5 primary: 0.8; Efflux pump mplx: 0.2; Fh CTSL1 inh: -2.7; TPT1 inh: 1.3; JMJD2C inh: 9.0

What do the screens show for `O=C(CN1CCN(C(=O)c2ccccc2)CC1)Nc1cc(S(=O)(=O)N2CCCC2)ccc1Cl`?
PP1 inh: 1.3; proCasp7 act: 7.4; procasp3 activ: 6.4; PP5 primary: 2.6; Efflux pump mplx: 0.6; JMJD2C inh: -0.1

What do the screens show for `Fc1cccc(Cl)c1CSc1ccc2nnc(-c3ccccn3)n2n1`?
PP1 inh: 10.1; HCV core dimer: 9.2; proCasp7 act: 7.0; procasp3 activ: 0.6; PP5 primary: 1.8; Efflux pump mplx: -0.1; Fh CTSL1 inh: -0.6; TPT1 inh: 2.0; JMJD2C inh: 0.2

Results for COc1ccc(OC)c(C(=O)N2CCC(n3nccc3NC(=O)CC(C)C)CC2)c1 ?
PP1 inh: -0.2; HCV core dimer: -5.0; proCasp7 act: -1.6; procasp3 activ: -2.1; PP5 primary: -1.5; Efflux pump mplx: 0.1; Fh CTSL1 inh: -2.2; TPT1 inh: 0.1; JMJD2C inh: -3.6

How did CC(C)CC(=O)Nc1c2c(nn1-c1ccc(F)cc1)CS(=O)(=O)C2 do in these assays?
PP1 inh: -4.3; HCV core dimer: 4.9; proCasp7 act: 4.5; procasp3 activ: -9.0; PP5 primary: -0.2; Efflux pump mplx: -0.1; Fh CTSL1 inh: 1.2; TPT1 inh: 1.1; JMJD2C inh: 2.1

What do the screens show for `CCOC(=O)/C=C(\C)Nc1cc(C)nn1-c1ccccc1`?
PP1 inh: -2.5; HCV core dimer: 0.3; proCasp7 act: 2.3; procasp3 activ: -10.4; PP5 primary: 0.3; Efflux pump mplx: -0.1; Fh CTSL1 inh: -0.8; TPT1 inh: 2.2; JMJD2C inh: 7.6

What do the screens show for `COc1ccc(CCNC(=O)Nc2cc(F)c(F)cc2Cl)cc1OC`?
PP1 inh: -1.7; HCV core dimer: -9.3; proCasp7 act: -7.0; procasp3 activ: 2.8; PP5 primary: 0.7; Efflux pump mplx: -0.3; Fh CTSL1 inh: 3.3; TPT1 inh: -0.2; JMJD2C inh: 0.3

What do the screens show for `O=C(CCc1ccc(S(=O)(=O)N2CCOCC2)cc1)Nc1ccc(N2CCOCC2)cc1`?
PP1 inh: -0.3; HCV core dimer: -1.2; proCasp7 act: 3.9; procasp3 activ: -17.5; PP5 primary: 0.7; Efflux pump mplx: 0.0; Fh CTSL1 inh: 1.3; TPT1 inh: -0.8; JMJD2C inh: 3.0

Results for CCN(Cc1ccccc1)S(=O)(=O)c1ccc(C(=O)N(CCCN(C)C)c2nc3cc4c(cc3s2)OCO4)cc1 ?
PP1 inh: 9.2; HCV core dimer: -12.2; proCasp7 act: -2.5; procasp3 activ: -0.2; PP5 primary: 1.6; Efflux pump mplx: -0.1; Fh CTSL1 inh: -1.5; TPT1 inh: 1.0; JMJD2C inh: 10.6

What do the screens show for `Cc1c(Cc2ccccc2)c(=O)oc2cc(OCc3nn[nH]n3)ccc12`?
PP1 inh: 2.5; HCV core dimer: 32.5; proCasp7 act: -3.4; procasp3 activ: -1.9; PP5 primary: 0.2; Efflux pump mplx: -0.1; Fh CTSL1 inh: 2.5; TPT1 inh: -4.3; JMJD2C inh: -6.0

How did CC(C)[C@H](NC(=O)OC(C)(C)C)C(=O)N/N=C/c1ccc2nccnc2c1 do in these assays?
PP1 inh: -4.1; HCV core dimer: 2.4; proCasp7 act: 9.0; procasp3 activ: -2.0; PP5 primary: -1.7; Efflux pump mplx: 0.0; Fh CTSL1 inh: -1.0; TPT1 inh: 4.8; JMJD2C inh: 5.1

Results for COc1ccc([C@@H]2CC=C(C(=O)O)[C@H](c3ccc(Cl)cc3)N2S(=O)(=O)c2ccccc2C)cc1 ?
PP1 inh: 8.6; HCV core dimer: 15.0; proCasp7 act: -3.5; procasp3 activ: 3.1; PP5 primary: 1.2; Efflux pump mplx: -0.3; Fh CTSL1 inh: 2.1; TPT1 inh: -4.3; JMJD2C inh: 3.4

What do the screens show for `O=C(Nc1ccc(Cn2cccn2)cc1)c1ccc(COc2ccccc2Br)cc1`?
PP1 inh: 0.9; HCV core dimer: 8.1; proCasp7 act: 8.7; procasp3 activ: 0.9; PP5 primary: -1.1; Efflux pump mplx: -0.1; Fh CTSL1 inh: 2.7; TPT1 inh: -2.0; JMJD2C inh: 1.8

How did O=C(NCc1ccco1)C1CC(=O)N(c2ccc(F)cc2)C1 (stereo unspecified) do in these assays?
PP1 inh: -7.6; HCV core dimer: -4.7; proCasp7 act: 10.9; procasp3 activ: -0.7; PP5 primary: -0.2; Efflux pump mplx: -0.1; Fh CTSL1 inh: -1.6; TPT1 inh: -1.5; JMJD2C inh: -2.9

How did CCn1c(SCc2cccc(F)c2)nnc1-c1cccnc1 do in these assays?
PP1 inh: -3.5; HCV core dimer: -6.7; proCasp7 act: -1.3; procasp3 activ: 4.7; PP5 primary: -1.7; Efflux pump mplx: -0.1; Fh CTSL1 inh: -1.3; TPT1 inh: -0.2; JMJD2C inh: 2.4

Results for CC(COc1cccc2ccccc12)CN1CCN(C)CC1 (stereo unspecified) ?
PP1 inh: -2.5; HCV core dimer: -5.8; proCasp7 act: 1.0; procasp3 activ: -7.8; PP5 primary: -1.1; Efflux pump mplx: -0.1; Fh CTSL1 inh: 1.9; TPT1 inh: -1.5; JMJD2C inh: -5.5

Results for O=C(Nc1cccc(-c2cn3ccccc3n2)c1)c1ccccc1 ?
PP1 inh: 1.8; HCV core dimer: 0.6; proCasp7 act: -0.8; procasp3 activ: 1.1; PP5 primary: 0.8; Efflux pump mplx: -0.1; Fh CTSL1 inh: -2.0; TPT1 inh: 1.2; JMJD2C inh: -5.2

What do the screens show for `COc1cc(C2C(C#N)=C(N)Oc3c2ccc2ccccc32)ccc1OCC(=O)Nc1cccc(C)c1` (stereo unspecified)?
PP1 inh: 14.1; HCV core dimer: 34.6; proCasp7 act: -2.4; procasp3 activ: 0.0; PP5 primary: 2.2; Efflux pump mplx: 0.5; Fh CTSL1 inh: -0.5; TPT1 inh: 3.1; JMJD2C inh: 7.5

How did COc1cccc(Nc2nnc(SCN3C(=O)c4ccccc4C3=O)s2)c1 do in these assays?
PP1 inh: -0.4; HCV core dimer: 7.8; proCasp7 act: -9.7; procasp3 activ: 2.7; PP5 primary: -1.2; Efflux pump mplx: -0.1; Fh CTSL1 inh: 1.2; TPT1 inh: 1.9; JMJD2C inh: 0.4

Results for O=C(Cc1c[nH]c2ccccc12)NCc1ccncc1 ?
PP1 inh: -1.6; HCV core dimer: 13.4; proCasp7 act: -1.3; procasp3 activ: 4.9; PP5 primary: 3.2; Efflux pump mplx: 0.2; Fh CTSL1 inh: -4.9; TPT1 inh: 1.4; JMJD2C inh: 14.5

What do the screens show for `COC(=O)c1[nH]c2ccc(C)cc2c1NC(=O)C1=COCCO1`?
PP1 inh: -0.7; HCV core dimer: 0.3; proCasp7 act: 8.9; procasp3 activ: 4.5; PP5 primary: 4.5; Efflux pump mplx: 0.1; Fh CTSL1 inh: 3.6; TPT1 inh: 1.4; JMJD2C inh: 3.2

Results for CCN(CC)S(=O)(=O)c1cccc(-c2nnc(SCCCC(=O)c3ccccc3)o2)c1 ?
PP1 inh: 4.2; HCV core dimer: 6.6; proCasp7 act: -5.5; procasp3 activ: -6.9; PP5 primary: -1.5; Efflux pump mplx: 0.1; Fh CTSL1 inh: 2.5; TPT1 inh: 3.4; JMJD2C inh: -1.7&-1.8

Results for CC(C)(C)c1ccc(S(=O)(=O)N(CCCN2CCOCC2)Cc2cccs2)cc1 ?
PP1 inh: -0.5; HCV core dimer: 5.8; proCasp7 act: -1.8; procasp3 activ: -3.4; PP5 primary: 1.2; Efflux pump mplx: -0.1; Fh CTSL1 inh: 0.9; TPT1 inh: -1.8; JMJD2C inh: -3.5

What do the screens show for `CCS(=O)(=O)N1CCC(C(=O)NCCCOC)CC1`?
PP1 inh: 0.5; HCV core dimer: 2.8; proCasp7 act: 10.6; procasp3 activ: -2.7; PP5 primary: -0.1; Efflux pump mplx: -0.3; Fh CTSL1 inh: 2.1; TPT1 inh: -0.7; JMJD2C inh: -1.9

What do the screens show for `COc1ccc(C(C(=O)NC2CCCCC2)N(C(=O)c2csnn2)C2CC2)cc1` (stereo unspecified)?
PP1 inh: -0.5; HCV core dimer: 2.8; proCasp7 act: 6.1; procasp3 activ: 2.7; PP5 primary: -0.4; Efflux pump mplx: -0.1; Fh CTSL1 inh: -0.3; TPT1 inh: -6.1; JMJD2C inh: 2.6

What do the screens show for `Cc1cccc(N2CCN(C(=O)C3CCN(S(=O)(=O)N4CCOCC4)CC3)CC2C)c1` (stereo unspecified)?
PP1 inh: -0.4; HCV core dimer: -14.3; proCasp7 act: -2.3; procasp3 activ: 9.5; PP5 primary: 0.2; Efflux pump mplx: -0.1; Fh CTSL1 inh: 0.8; TPT1 inh: -1.7; JMJD2C inh: 2.1

Results for Cc1ccc(C(=O)OCC(=O)N(CC(C)C)c2c(N)n(Cc3ccccc3)c(=O)[nH]c2=O)o1 ?
PP1 inh: -7.1; HCV core dimer: 2.8; proCasp7 act: 13.2; procasp3 activ: -4.7; PP5 primary: 1.4; Efflux pump mplx: 0.2; Fh CTSL1 inh: -3.3; TPT1 inh: -3.8; JMJD2C inh: 4.7

What do the screens show for `COc1ccc(S(=O)(=O)N2CCOCC2)cc1C(=O)N(C)Cc1ccco1`?
proCasp7 act: -14.2; procasp3 activ: -4.7; Efflux pump mplx: 0.2; JMJD2C inh: -1.4

Compounds as they come, and some 2.9% of all compounds hit somewhere here.
